From PubChem BioAssay
NPR1 activator – GC-A (human) enzyme activation; P16066; HEK293 GC-A cells, cGMP TR-FRET, EC30 ANP; 0% at EC30 ANP, 100% saturating ANP; 0.14% of 370,000 active; activation, % at 10 µM; in the data active = activation above about 40%
NR1D1 modulator – modulators of human Rev-erb alpha DNA binding. P20393. 0.79% of 370,000 active. Rev-erbα–FITC-DNA binding, fluorescence polarization, 90 min. AID 1259318. activity, % at 10 µM;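 active = activity above about 14%, limit read from the data; passing the limit was not always enough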;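 also: 0% = DMSO wells with 35 nM protein and 100% = DMSO wells with 750 nM protein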
ASAP1 inh – blocks human ASAP1-stimulated Arf1 GTP hydrolysis | GDP FP detection | inhibition, % at 16.5 µM | 0.19% of 360,000 active; in the data active = inhibition above about 25%;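 also: 0% = vehicle with enzyme and substrate and 100% = no enzyme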
Target sequence (Q9ULH1 325-724 limits assumed): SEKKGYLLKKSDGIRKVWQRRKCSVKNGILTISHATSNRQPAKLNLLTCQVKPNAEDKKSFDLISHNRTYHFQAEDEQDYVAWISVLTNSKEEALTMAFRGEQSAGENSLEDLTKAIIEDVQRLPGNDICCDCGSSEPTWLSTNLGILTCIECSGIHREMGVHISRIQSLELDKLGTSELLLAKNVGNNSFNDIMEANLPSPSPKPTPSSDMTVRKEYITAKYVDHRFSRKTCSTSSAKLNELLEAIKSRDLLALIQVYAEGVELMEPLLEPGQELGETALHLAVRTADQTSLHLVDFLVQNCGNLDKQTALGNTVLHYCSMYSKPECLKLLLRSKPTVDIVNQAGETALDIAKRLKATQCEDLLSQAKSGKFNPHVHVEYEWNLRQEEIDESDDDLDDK
NPR2 activator – GC-B (human) receptor activation; P20594; HEK293-GC-B cells, CNP EC30, cGMP TR-FRET; 0% at EC30 CNP, 100% saturating CNP; activation, % at 10 µM; 0.11% of 370,000 active;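 active = activation at 10 µM reaching about 35% in either raw or pattern-adjusted values, limit read from the data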
ABHD4 inh – inhibits mouse alpha/beta hydrolase domain 4. purified mABHD4, FP-Rh probe fluorescence polarization. inhibition, % at 8.92 µM. 0.54% of 370,000 active. AID 720543;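 active = inhibition exceeding the mean over every tested compound plus 3 SD, cut at about 30% in these data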;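 also: 0% = plate median of compound wells and 100% = S159A mutant with DMSO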
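Test system: mouse ABHD4 enzyme, wild type. Reagent: FP-Rh fluorescent activity-based probe, added after compound pre-incubation. Timing: pre-incubation 45 min, probe exposure 60 min, at 25 °C. Technique: FP readout, ex 525 nm / em 598 nm. Benchmarks: high control S159A mutant with DMSO, low control median of compound wells.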
ARFGAP1 inhibitor – inhibits rat ARF GTPase activating protein 1 | Q62848 | Arfgap1-stimulated ARF1 GTP hydrolysis, GDP FP detection | inhibition, % at 16.5 µM | 0.26% of 360,000 active | AID 651572;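 active = inhibition above a per-plate limit, mean inhibition of low control wells plus 3 SD, cut at about 25% in these data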;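 also: 0% = DMSO wells with enzyme and 100% = wells lacking Arfgap1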
Target sequence (Q62848 1-136 limits assumed): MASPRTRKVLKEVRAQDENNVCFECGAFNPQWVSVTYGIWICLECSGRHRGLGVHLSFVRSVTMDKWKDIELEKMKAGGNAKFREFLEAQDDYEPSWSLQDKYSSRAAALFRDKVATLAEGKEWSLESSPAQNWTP
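Assay system: purified rat His6-Arfgap1 residues 1-136 (GAP domain); Reagent: human Δ17 ARF1 bound to GTP; Dosing: 16.5 µM single point, 1.26% DMSO; Times: GTP hydrolysis reaction 2 h at 25 °C; Signal: FP, GDP Alexa 633 tracer displaced from anti-GDP antibody, 620/688 nm; Measure: % inhibition from polarization.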
HTRA1 inhibitor – inhibitors of human serine peptidase HTRA1; inhibition, % at 5.96 µM; Q92743; 0.5% of 340,000 active; recombinant HTRA1, FP-rhodamine activity-based probe, fluorescence polarization; in the data active = inhibition above about 36%;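 also: 0% = enzyme with DMSO and 100% = wells lacking enzyme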
Target sequence (Q92743 whole entry, looked up): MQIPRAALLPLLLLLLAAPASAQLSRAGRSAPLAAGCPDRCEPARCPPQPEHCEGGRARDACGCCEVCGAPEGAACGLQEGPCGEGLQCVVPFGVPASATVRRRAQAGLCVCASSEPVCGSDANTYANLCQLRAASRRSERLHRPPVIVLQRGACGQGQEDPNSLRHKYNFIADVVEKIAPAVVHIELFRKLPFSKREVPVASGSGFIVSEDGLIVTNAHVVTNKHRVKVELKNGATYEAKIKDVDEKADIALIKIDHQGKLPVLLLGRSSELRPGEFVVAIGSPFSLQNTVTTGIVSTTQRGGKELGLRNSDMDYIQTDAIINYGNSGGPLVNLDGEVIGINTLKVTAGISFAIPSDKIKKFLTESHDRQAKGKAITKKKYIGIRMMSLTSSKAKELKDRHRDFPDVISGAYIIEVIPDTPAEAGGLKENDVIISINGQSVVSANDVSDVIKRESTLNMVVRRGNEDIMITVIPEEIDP
SMARCA2 activ – increases SMARCA2 function in MMTV reporter cells; activation, % at 9.1 µM; AID 652017; MG213 cells, MMTV-luciferase reporter, dexamethasone, overnight; 1% of 370,000 active; in the data active = activation above about 7.8%;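 also: 0% = vehicle wells and 100% = reference activator wells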
PG9 Ab binder – PG9 antibody binding by small molecule; TR-FRET gp120-PG9 antibody binding; inhibition, % at 6.7 µM; 0.43% of 360,000 active; in the data active = inhibition above about 8.5%
rCAG RNA binder – binds r(CAG) RNA repeats | r(CAG) RNA repeat, TO-PRO-1 dye displacement fluorescence | inhibition, % at 3 µM | 1.3% of 370,000 active;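 active = inhibition above the plate cutoff, the mean of all test compounds on that plate plus 3 SD, cut at about 35% in these data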;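 also: 0% = DMSO alone and 100% = 100 µM mitoxantrone as full dye displacement; higher means more dye released from RNA so lower well fluorescence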
Numbers without * were called inactive; / = not tested or not shown.

compound | SMARCA2 activ | rCAG RNA binder | ABHD4 inh | HTRA1 inhibitor | PG9 Ab binder | ASAP1 inh | NPR2 activator | NR1D1 modulator | NPR1 activator | ARFGAP1 inhibitor
O=S(=O)(c1ccc(NC(=S)Nc2ccc3c(c2)OCO3)cc1)N1CCOCC1 | 3 | 4 | 4 | 4 | -2.8 | -7 | 4 | 4 | 4 | 1
COc1ccc(-c2csc(Cc3nnc(N4CCOCC4)n3-c3ccccc3)n2)cc1OC | / | / | / | -1 | / | / | -3 | -2 | 1 | /
Cc1nc(N(C)C)c2sc(=S)n(-c3ccccc3)c2n1 | 1 | -1 | -1 | 0 | 1.4 | 10 | -7 | 5 | 3 | -4
CC1(C(=O)N/N=C/c2ccc3c(c2)OCO3)CC1(Br)Br (stereo unspecified) | -1 | -1 | 0 | -1 | -1.1 | 0 | 2 | 7 | 4 | 12
COc1cc(Cl)cc(C2NC(=S)NC(c3ccccc3)=C2C(C)=O)c1OCC(=O)O (stereo unspecified) | -1 | 12 | 4 | 1 | -1.1 | 5 | -7 | -2 | -5 | -5
O=C(Nc1ccc(S(=O)(=O)N2CCCCC2)cc1)C1CC(=O)N(c2ccc(Cl)cc2)C1 (stereo unspecified) | -2 | 13 | -1 | -37 | 0.6 | -6 | 1 | -4 | -2 | 0
CN1C(=S)SC(/[N+]([O-])=C/c2c(F)cccc2Cl)C1(C)C (stereo unspecified) | -1 | 2 | -7 | / | 0.1 | 9 | 4 | 5 | 0 | -12
COc1ccc(OC)c(NC(=O)COC(=O)c2ccc(-n3cnnn3)cc2)c1 | -2 | 5 | -1 | 6 | 2.5 | 13 | 3 | -3 | -4 | 11
Cc1ccc(S(=O)(=O)CCC(=O)Nc2ccccc2C)cc1 | 3 | -3 | -3 | 7 | -1.9 | 9 | 2 | 3 | -1 | -2
O=C(COC(=O)c1cc[n+]([O-])cc1)Nc1cccc(Br)c1 | -2 | 9 | -8 | -39 | 2.5 | -1 | -6 | -11 | 0 | -6
C[C@@H](NC(=O)c1nc[nH]c1C(=O)NCCCCCNC(=O)OC(C)(C)C)c1ccccc1 | 0 | -7 | -16 | -2 | -2.2 | 8 | -1 | 4 | -1 | 7
O=C(N/N=C/c1ccc([N+](=O)[O-])cc1)c1cc2ccccc2o1 | -1 | 0 | 1 | 8 | -1.0 | -6 | -2 | -4 | -2 | 12
Cc1ccc(NC(=O)CN(C)S(=O)(=O)c2cccc3cccnc23)cc1 | -2 | 1 | -4 | -4 | -2.5 | 6 | -6 | -6 | -1 | 15
COc1ccc(Cn2cnc3c([N+](=O)[O-])c(C)c(C)cc32)cc1 | 2 | 2 | 2 | -1 | 0.0 | 22 | 19 | -3 | 14 | 5
COc1ccc(-n2c(SCC(=O)Nc3ccccc3)nc(O)cc2=O)cc1 | -1 | 23 | -1 | -14 | -1.2 | -6 | 3 | -5 | 2 | -2

compound | SMARCA2 activ | rCAG RNA binder | ABHD4 inh | HTRA1 inhibitor | PG9 Ab binder | ASAP1 inh | NPR2 activator | NR1D1 modulator | NPR1 activator | ARFGAP1 inhibitor
COCCCn1c(C(=O)Nc2ccc3c(c2)OCO3)cc2c(=O)n3ccccc3nc21 | 0 | -1 | 6 | -1 | -0.1 | 8 | 11 | 0 | 5 | -6
O=C(NCc1ccccn1)Nc1cc(Cl)ccc1Cl | 0 | 0 | -2 | 0 | -1.0 | 13 | 1 | -6 | -3 | 1
O=C(Cn1cc(C(F)(F)F)cc(Cl)c1=O)NC1CCS(=O)(=O)C1 (stereo unspecified) | -1 | 0 | -2 | -4 | 1.2 | 5 | 8 | -3 | 3 | -13
CN(C)CCCNc1nc2cc(-c3ccccc3)sc2c(=O)n1C | 4 | 9 | 1 | / | -0.1 | -1 | -6 | -5 | -1 | -1
CCOC(=O)N1CCN(c2cc(=O)n(-c3ccc(OCC)cc3)c(=O)[nH]2)CC1 | -2 | -3 | -7 | -4 | -0.6 | 16 | 6 | -7 | 4 | -5
O=C1/C(=C/c2cccc([N+](=O)[O-])c2)Oc2cc(O)ccc21 | -1 | 7 | 7 | -2 | -3.0 | 12 | 1 | 2 | 8 | 11
O=C(Nc1ccc(F)cc1)c1ccc(S(=O)(=O)NCc2cccnc2)cc1 | -5 | 1 | -12 | 3 | -0.4 | 9 | -6 | 1 | -4 | 16
CCOc1ccc(-n2c(=S)sc3c(=O)[nH]c(SCC(=O)N4CCC(C)CC4)nc32)cc1 | 0 | 15 | 1 | -5 | 0.6 | 1 | -5 | 4 | -1 | -9
O=C1C=C(Nc2ccc(O)cc2)CC(c2ccco2)C1 (stereo unspecified) | -3 | 9 | 44* | 26 | -0.4 | -10 | -5 | 4 | 2 | -10
CCn1c(C(C)NC(=O)c2cccs2)n[nH]c1=S (stereo unspecified) | -1 | -1 | 4 | 1 | -0.8 | 2 | 4 | -5 | 2 | 11
CC(C)(C)C1COc2ccccc2N1C(=O)c1ccccc1Cl (stereo unspecified) | -4 | -9 | 0 | -10 | 0.6 | 5 | 0 | 2 | -3 | 10
C/C(=N\n1c(C)cc(C)c(C#N)c1=O)c1cccs1 | / | / | / | 4 | / | / | 3 | -2 | 1 | /
Cc1ccc(N2CC(C(=O)Nc3ccc(S(=O)(=O)NCC4CCCO4)cc3)CC2=O)cc1 (stereo unspecified) | -1 | 2 | 3 | -1 | -0.2 | 4 | 3 | 4 | -1 | 11
Cn1cc(CN(Cc2ccccc2)C[C@@H]2CCC(=O)N2)c(-c2ccccc2F)n1 | -2 | -9 | 5 | 2 | -1.6 | 0 | -3 | 5 | -7 | 6
O=C(O)c1ccccc1NS(=O)(=O)c1cccc(N=Nc2c(O)[nH]c(=S)[nH]c2=O)c1 | 4 | 28 | 10 | 0 | -6.8 | 2 | -4 | -3 | 2 | -6

Among those listed so far, these have a COOH group.
compound | SMARCA2 activ | rCAG RNA binder | ABHD4 inh | HTRA1 inhibitor | PG9 Ab binder | ASAP1 inh | NPR2 activator | NR1D1 modulator | NPR1 activator | ARFGAP1 inhibitor
COc1cc(Cl)cc(C2NC(=S)NC(c3ccccc3)=C2C(C)=O)c1OCC(=O)O (stereo unspecified) | -1 | 12 | 4 | 1 | -1.1 | 5 | -7 | -2 | -5 | -5
O=C(O)c1ccccc1NS(=O)(=O)c1cccc(N=Nc2c(O)[nH]c(=S)[nH]c2=O)c1 | 4 | 28 | 10 | 0 | -6.8 | 2 | -4 | -3 | 2 | -6

Continued.
compound | SMARCA2 activ | rCAG RNA binder | ABHD4 inh | HTRA1 inhibitor | PG9 Ab binder | ASAP1 inh | NPR2 activator | NR1D1 modulator | NPR1 activator | ARFGAP1 inhibitor
CN1CCc2c(n(CC(O)CN(CCO)CCO)c3ccccc23)C1=O (stereo unspecified) | -1 | -1 | 4 | 0 | -0.5 | 17 | 1 | -4 | -1 | 8
CC(C)c1cccc(C(C)C)c1NC(=O)COc1nncc2ccccc12 | 0 | -3 | -7 | 1 | -2.4 | -5 | 5 | -2 | -1 | -1
Cc1ccccc1NS(=O)(=O)c1csc(C(N)=O)c1 | -2 | -2 | 4 | -3 | 1.9 | -12 | 4 | 0 | 6 | -20
CC[C@@]1(C(=O)OC)N[C@H](CN(C)C(=O)COC)[C@@H]2C(=O)N(Cc3ccccc3)C(=O)[C@@H]21 | 0 | 1 | 2 | 4 | -0.6 | -4 | -3 | 5 | 2 | 8
CC1Nc2ncnc(N3CCN(c4ccccc4)CC3)c2N(Cc2ccccc2)C1=O (stereo unspecified) | 0 | -5 | -4 | 5 | -1.3 | 10 | -3 | -1 | -2 | -12
CCOc1ccc(N(CC(=O)NCCc2ccccc2)C(=O)c2csnn2)cc1 | 0 | 1 | -2 | 6 | -1.8 | 4 | 2 | 2 | -2 | 16
O=C(NCc1ccccc1)C(c1cccs1)N(Cc1cccs1)C(=O)c1cnccn1 (stereo unspecified) | -2 | -3 | -2 | -4 | -0.1 | 11 | -9 | 0 | -2 | 4
Cc1ccc(NS(=O)(=O)c2c(C)[nH]c(C)c2C(=O)N2CCCC2)cc1Cl | 0 | -3 | -9 | -1 | -0.4 | 5 | 1 | 4 | 0 | 0
Nc1ccc2c3c(cccc13)CC2 | 0 | -33 | 17 | 24 | -10 | 1 | 4 | -2 | -7 | 8
CCOC(=O)c1c(S(=O)(=O)NCC(=O)Nc2ccc(OC)cc2)c(C)n(C)c1C | -2 | 1 | 1 | 5 | -0.4 | 2 | 3 | 0 | -4 | -3
FC(F)(F)c1cccc(-c2cncc(N3CCN(CCN4CCCC4)CC3)n2)c1 | 2 | 0 | 1 | / | -0.9 | 6 | -9 | -2 | -3 | 3
O=C(Nc1ccc2c(c1)OCCO2)c1cc2sccc2n1Cc1ccccc1 | -4 | 9 | -26 | -19 | -1.9 | 12 | 1 | 0 | -1 | -1
CCC1=[N+]([O-])C(C)(/C(C)=N\O)N(O)C1(C)C (stereo unspecified) | -3 | -1 | 6 | 6 | -0.2 | -4 | 0 | -2 | -2 | -13
COc1cccc(-c2csc(N3CCN(C(=S)Nc4ccccc4Cl)CC3)n2)c1 | -1 | 7 | -8 | -27 | 1.9 | 9 | 5 | 11 | -2 | 12
C#CCNC(=O)C1=C[C@@H](c2ccc3c(c2)OCO3)[C@H](CCCO)[C@@H](OCC)O1 | -1 | -3 | 2 | -3 | -0.4 | -7 | -4 | 1 | -3 | 4

compound | SMARCA2 activ | rCAG RNA binder | ABHD4 inh | HTRA1 inhibitor | PG9 Ab binder | ASAP1 inh | NPR2 activator | NR1D1 modulator | NPR1 activator | ARFGAP1 inhibitor
O=C(c1ccc2nc(Cc3ccccc3F)oc2c1)N1CCCC1 | 4 | -5 | 7 | -4 | -0.6 | -13 | -1 | 3 | -2 | 0
O=C(O)c1ccc2c(c1)S(=O)(=O)c1cc(N3CCN(c4ncccn4)CC3)ccc1C2=O | 1 | 17 | 4 | 4 | -0.8 | -10 | 0 | 8 | 0 | -13
COc1ccc(/C=C2\SC(=S)N(CC(=O)OCC(=O)Nc3cc(Cl)cc(Cl)c3)C2=O)cc1 | -2 | 15 | -7 | -15 | 0.3 | 3 | -5 | 5 | 0 | 9
Cn1c(C(N)=O)cnc1Sc1ncc(C(F)(F)F)cc1Cl | 1 | -1 | -2 | 7 | -1.6 | -10 | 0 | 3 | 1 | 2
Cn1c(N2CCCC2)nc2c1c(=O)[nH]c(=O)n2C | 0 | -3 | 2 | 5 | -3.0 | -1 | 2 | 0 | -2 | 0
Cc1cccc(/C=N/n2c(-c3ccco3)n[nH]c2=S)c1 | 1 | 3 | -6 | 2 | 1.8 | -16 | -4 | -7 | 4 | -7
CCC(CC)C(=O)N(C)c1c(C)nc2c(OCc3cccc(OC)c3)cccn12 | -1 | -1 | -2 | / | -1.1 | 13 | 2 | 0 | 0 | 4
CCOc1nc(-c2ccc(OC)cc2)ccc1-c1noc(C)n1 | -5 | 4 | -17 | -6 | -3.9 | 1 | -10 | -2 | -7 | -4
COc1cc(Cl)c(C)cc1NC(=O)c1ccccc1NC(=O)CN1CCN(C(C)=O)CC1 | 5 | 3 | 2 | -4 | 0.2 | -2 | 0 | 0 | 1 | -10
CN(C)c1ccc(S(=O)(=O)c2ccc(Cl)cc2)cc1 | -1 | -4 | -6 | -7 | 2.9 | 9 | 3 | 11 | -1 | 0
CN(/C(=N\S(=O)(=O)c1ccccc1)C(F)(F)F)c1ccccc1 | 0 | 1 | -5 | 1 | 0.8 | 1 | 9 | 2 | 1 | 4
